# Bioassay records (PubChem BioAssay)
# NCI-60 one-dose screen, 48 h, at 10 µM unless noted. Numbers give growth in % (100 = growth as untreated, 0 = no growth, -100 = all killed).
# BT-549: BT-549 breast cancer; AID 1794793; hit rate 4.4% among 78,000
# LOX IMVI: LOX IMVI melanoma; hit rate 7.4% among 79,000
# MCF7: MCF7 breast cancer; hit rate 6.3% among 82,000; AID 1794796
# UACC-62: UACC-62 melanoma; hit rate 5.4% among 81,000; AID 1794756
# MALME-3M: MALME-3M melanoma; hit rate 5.8% among 78,000; AID 1794766
# UACC-257: UACC-257 melanoma; hit rate 4.4% among 78,000
# T-47D: T-47D breast cancer; hit rate 5% among 79,000; AID 1794792
# HS 578T: HS 578T breast cancer. AID 1794788. hit rate 4.1% among 78,000
# * = called active by the depositor; . = no result given; & = joins results of further samples; ! = not active in a repeat; [ ] = dose if it differs, or a comment. Rule for the calls: active = growth percent below 10; inactive = the rest.
SMILES,BT-549,LOX IMVI,MCF7,UACC-62,MALME-3M,UACC-257,T-47D,HS 578T
C[C@H]1CC(O)=C(c2ccc3ccccc3n2)C(=O)O1,106,.,87,100,95,110,91,108
CCCCOc1ccc(NC(=O)n2nc(N=NN(CC)CC)c3ccc(Cl)cc32)cc1,102,83,84,44,115,86,61,83
O=c1oc2c(cc1-c1ccc(F)cc1)C(O)Oc1ccccc1-2 (stereo unspecified),88,78,55,45,58,84,87,17
CCOC(=O)C(C(=O)OCC)(c1ccccc1)C1CCCC1,96,105,105,97,114,94,99,115
Cc1ccnc(NS(=O)(=O)c2ccc(N=Nc3c(N)[nH]c(=O)[nH]c3=O)cc2)n1,98,94,105,109,90,111,115,108
C/C=C/C1=C(C)C(=O)[C@H](O)O1,104,96,85,102,106,97,91,101
O=C1NC(=O)C(c2ccc(Cl)cc2)=C1Nc1ccc(C(=O)Nc2ccc(Cl)cc2)cc1,80[3.75 µM],56[3.75 µM],57[3.75 µM],55[3.75 µM],77[3.75 µM],69[3.75 µM],41[3.75 µM],98[3.75 µM]
CC(=O)C(N=Nc1ccc(S(=O)(=O)Nc2nccs2)cc1)C(=O)Nc1ccc(Cl)cc1 (stereo unspecified),100,97,89,108,96,128,84,109
O=C(/C=C/c1cn(-c2ccccc2)nc1-c1ccc(OCc2ccccc2)cc1)c1ccccc1,103,86,68,77,102,88,59,97
CC(C)C1CCC(OC(=O)CCl)CC1 (stereo unspecified),110,97,99,103,109,109,105,105
COc1ccc(Cn2cc3c(c2-c2cc(OC)c(OC)c(OC)c2)CCc2c(CN4CCCC4)noc2-3)cc1,76,35,16,16,19,77,43,10
C=C(C)[C@@H]1CC[C@]2(C)CC[C@]3(C)[C@H](CC[C@@H]4[C@@]5(C)CC[C@H](OP(=O)(OCC)OCC)C(C)(C)[C@@H]5CC[C@]43C)[C@@H]12,109,109,90,92,110,106,96,106
Nc1nc(N)c2c(n1)NC(c1ccc(Cl)cc1)CC(c1ccc(Nc3nc(NCCO)nc(Nc4ccc(Cl)cc4)n3)cc1)=N2 (stereo unspecified),58,-90*,-75*,91,69,107,52,56
N#Cc1c(-c2ccccc2)nc(SCC(=O)NNc2ncnc3ccccc23)n(Cc2ccccc2)c1=O,113,.,91,97,101,110,99,104
CN(c1ccccc1)S(=O)(=O)c1ccc(Cl)cc1,90,99,99,101,104,103,99,116
CC(C)[C@H]1COC(=O)N1[C@@H]1C(=O)N([C@@H](CCC(=O)N2CCN(C3CCCC3)CC2)C(=O)N[C@@H]2CCCc3ccccc32)[C@@H]1/C=C/c1cccc(Br)c1,28,-32*,23,47,13,-35*,40,52
CCOC(=O)c1cnc2c(cnn2CC)c1NN=C(C)C,91,91,89,79,100,113,88,94
COc1cccc(C/C(=N/O)c2cccc(OC)c2)c1,111,91,96,83,113,100,89,95
O=S(=O)(Nc1ccccc1Cl)c1ccccc1,95,109,104,93,101,78,86,87
COc1cc(/C=C/C(=O)/C=C(O)/C=C/c2ccc(OC(=O)C34CC5CC(CC(C5)C3)C4)c(OC)c2)ccc1OC(=O)C12CC3CC(CC(C3)C1)C2,104,95,98,99,97,112,98,94

# Entries from the list above with sulfur:
SMILES,BT-549,LOX IMVI,MCF7,UACC-62,MALME-3M,UACC-257,T-47D,HS 578T
Cc1ccnc(NS(=O)(=O)c2ccc(N=Nc3c(N)[nH]c(=O)[nH]c3=O)cc2)n1,98,94,105,109,90,111,115,108
CC(=O)C(N=Nc1ccc(S(=O)(=O)Nc2nccs2)cc1)C(=O)Nc1ccc(Cl)cc1 (stereo unspecified),100,97,89,108,96,128,84,109
N#Cc1c(-c2ccccc2)nc(SCC(=O)NNc2ncnc3ccccc23)n(Cc2ccccc2)c1=O,113,.,91,97,101,110,99,104
CN(c1ccccc1)S(=O)(=O)c1ccc(Cl)cc1,90,99,99,101,104,103,99,116
O=S(=O)(Nc1ccccc1Cl)c1ccccc1,95,109,104,93,101,78,86,87

# Continued.
SMILES,BT-549,LOX IMVI,MCF7,UACC-62,MALME-3M,UACC-257,T-47D,HS 578T
O=C(NC1CCCCC1)c1ccc2c(c1)nc(-c1ccccc1)n2C1CCCCC1,81,80,82,82,103,98,82,93
CSC1=NC=C(C#N)C2=NC(c3cccs3)NN12 (stereo unspecified),99,.,98,109,94,97,88,105
CC(C)(C)CC(C)(C)N1CN(C(C)(C)CC(C)(C)C)CP(c2ccccc2)C1,104,93,97,99,96,95,101,91
CC(C)c1ccc2nc3ccc(C(=O)NCCN4CCN(c5ccccc5)CC4)cn3c(=O)c2c1,51,56,59,62,48,60,29,59
COc1ccc(/C=c2\nc3n(-c4ccccc4)c4n(n-3c2=O)CC(=O)N=4)cc1,109,97,106,98,110,106,.,117
CC(=O)C1=C(O)/C(=C\c2ccccc2)OC1=O,100,104,93,103,100,103,102,94
Cc1cc(C(=O)Nc2ncnc3nc[nH]c23)no1,106,99,93,97,105,112,103,95
Nc1ccn(C2OC(F)(CO)C(O)C2F)c(=O)n1 (stereo unspecified),44,73,22,49,57,63,55,79
CC(O)(c1ccccc1)C(C(c1ccccc1)N1CCOCC1)N1CCOCC1 (stereo unspecified),.,100,102,.,122,93,92,95
N#CCCNc1ccc(Nc2ccccc2)cc1,73,93,58,72,93,.,71,104
NS(=O)(=O)c1ccc(Cn2c(SCC(=O)N/N=C/c3ccc(O)cc3)nc3ccccc3c2=O)cc1,95,95,94,100,91,96,89,85
Nc1nc(SCc2ccccc2)c2ncn(C3CCCC3)c2n1,116,3.6*,92,81,121,129,99,139
COc1ccc2c(c1)c(/C=C/C(=O)O)c(Cl)n2Cc1ccc(Cl)cc1,83,85,117,82,126,90,91,96
Cc1ccc2oc(=O)cc(CSC(=S)N3CCN(C)CC3)c2c1,104,93,94,85,103,108,95,100
Cc1ccc(-c2cc(O)c(-c3ccc(C)cc3C)cc2O)c(C)c1,.,33,49,55,115,79,67,88
CN(C)c1ccc(C(=N)c2ccc(N(C)C)cc2)cc1,41&70,34&29,2.3*!,32&31,62,52&38,33&17,41&16
COc1ccc(C2CC(c3ccc(N)cc3)=NN2c2ccccc2)cc1OC (stereo unspecified),106,.,78,99,99,97,95,106
N#Cc1cc2c(N)c(C(=O)c3ccc(Cl)cc3)sc2nc1N,71,94,82,119,109,119,95,123
CC(C)c1cc(C(=O)N2Cc3ccccc3C2)c(O)c2cnoc12,101,99,89,.,104,108,95,109
COc1ccc(-c2cc(-c3ccccc3)nc(Nc3nc4ccccc4[nH]3)n2)cc1,109,97,97,104,106,110,100,113

# 5 entries from above, with two lines to a compound.
# Below each SMILES – BT-549 | LOX IMVI | MCF7 | UACC-62 | MALME-3M | UACC-257 | T-47D | HS 578T
CN(C)c1ccc(C(=N)c2ccc(N(C)C)cc2)cc1
    41&70 | 34&29 | 2.3*! | 32&31 | 62 | 52&38 | 33&17 | 41&16
CC(C)c1cc(C(=O)N2Cc3ccccc3C2)c(O)c2cnoc12
    101 | 99 | 89 | . | 104 | 108 | 95 | 109
COc1ccc(-c2cc(-c3ccccc3)nc(Nc3nc4ccccc4[nH]3)n2)cc1
    109 | 97 | 97 | 104 | 106 | 110 | 100 | 113
NS(=O)(=O)c1ccc(Cn2c(SCC(=O)N/N=C/c3ccc(O)cc3)nc3ccccc3c2=O)cc1
    95 | 95 | 94 | 100 | 91 | 96 | 89 | 85
O=C(NC1CCCCC1)c1ccc2c(c1)nc(-c1ccccc1)n2C1CCCCC1
    81 | 80 | 82 | 82 | 103 | 98 | 82 | 93

# More records
SMILES,BT-549,LOX IMVI,MCF7,UACC-62,MALME-3M,UACC-257,T-47D,HS 578T
N#CC1=C2NCCCNc3oc(nc3C#N)Cc3ccccc3CC(=N1)O2,135,8.0*,34,88,98,92,93,92
CCN(CC1CCN(C(C)(C)Cc2cccc(F)c2)CC1)C(=O)c1cc2ccccc2[nH]1,77,86,56,79,85,62,38,83
ClC1(Cl)CC2CC1C1C3CC(C4OC34)C21 (stereo unspecified),104,105,101,96,120,81,101,91
C=C1C(=O)O[C@H]2[C@H]1CC/C(COC(=O)NCc1ccc(Cn3c(=O)sn(-c4ccc(OC)cc4)c3=O)cc1)=C\CC[C@@]1(C)O[C@@H]21,73,25,20,61,-3.8*,65,18,91
O=C1NC(=C(Cl)Cl)/C(=N\S(=O)(=O)NCc2ccccc2)N1,98,94,74,86,104,86,52,122
CSc1cccc(/C(C)=C(\C)C2CC2CCNS(=O)(=O)c2ccc(C)cc2)c1 (stereo unspecified),94,86,73,67,.,75,50,98
O=c1[nH]c(=O)c2cc(Cl)cc(Cl)c2[nH]1,91,120,.,97,116,93,111,.
N#Cc1ccc(-n2cnc(NC(=O)[C@H]3CCN(C#N)C3)c2)cc1,18,16,4.8*,19,-14*,42,-9.3*,19
CC(=O)N(C(C)=O)N(C(C)=O)C(=O)c1ccccn1,114,100,93,105,108,96,94,94
COc1ccc(CCN2C(=O)/C(=C/c3ccc(C4Oc5ccccc5C5CC(c6ccc(OC)cc6)=NN54)cc3)SC2=S)cc1 (stereo unspecified),119,101,96,98,98,95,109,93
C#CCC1(c2ccc(F)c(F)c2)NS(=O)(=O)c2ccccc21 (stereo unspecified),110,98,94,106,94,.,85,101
COc1ccc(C(CN(C)C)OC(=O)C(c2ccccc2)c2ccccc2)cc1 (stereo unspecified),119,93,97,97,112,108,103,118
O=C1c2ccccc2C(=O)N1CCl,95,98,93,99,115,108,.,103
S=C(Nc1ccc2c3c(cccc13)CC2)Nc1ccc2c3c(cccc13)CC2,82,89,75,83,99,.,56,98
CC/C(=C(/CC)c1ccc(O)cc1)c1ccc(O)cc1,64,65,26,42,55,69,72,63
Oc1ccc2ccccc2c1CNc1ccc2ccccc2c1,93,88,69,71,116,85,79,92
N#CCCN(CCC#N)CC(=O)O,.,106,88,102,125,92,115,103
CN(C)c1ccc(/C=C2\CCC/C(=C\c3ccc(N(C)C)cc3)C2=O)cc1,91,93,94,101,100,100,.,109
CCN1C(=O)N(CC)C2SC(N/N=C/C=C/c3ccccc3OC)=NC21 (stereo unspecified),19,5.7*,13,37,50,74,67,27
O=C1[C@@H]2Cc3c([nH]c4ccccc34)[C@H](c3ccc(Br)cc3)N2C(=O)CN1C1CCN(Cc2c(Cl)cccc2Cl)CC1,110,92,68,78,107,102,89,90
O=C(SC1=NCCS1)SC1=NCCS1,106,100,96,105,105,112,111,108
COc1cc(NC(=O)C(C)C)ccc1C(=O)NC(=S)Nc1ccc(C(=O)O)cc1,.,95,95,85,84,104,96,67
Cc1cc(NC(=O)Nc2ccc(N=Nc3cc(S(=O)(=O)O)c4cccc(S(=O)(=O)O)c4c3)c(C)c2)ccc1N=Nc1cc(S(=O)(=O)O)c2cccc(S(=O)(=O)O)c2c1,92,91,90,96,96,109,78,101
COc1ccc(-c2cc(-c3cccnc3)nc(OC)c2C#N)cc1OC,99,83,90,90,109,100,52,84
COc1cc(C2CC(=O)Nc3c2cc(Br)c2ccccc32)cc(Br)c1OC (stereo unspecified),61,28,17,52,40,73,5.0*,40
Cc1cccc(OCC(O)CN2CCCC2)c1 (stereo unspecified),.,92,94,106,128,107,103,109
CCOC(=O)C1CCC1C(=O)OCC (stereo unspecified),109,102,91,106,104,105,118,110
CC(C)(CC(=O)O)Cc1ccccc1,.,106,103,115,110,100,104,.
CCOC(=O)c1c(C)nc2ccccc2c1/C=C/c1ccc(OC)cc1,53,68,64,46,87,74,22,82
Cc1ccc2c(c1)C(=O)N(N(C)C)CC(=O)N2,119,96,94,112,88,104,94,106
COc1ccc2ccccc2c1,100,96,91,99,97,98,98,109
NC(=S)NC(=O)c1ccccc1,95,104,94,94,100,89,93,.
O=C(NNC(=O)c1ccc(-n2cc(-c3ccccc3)nn2)cc1)NC1CCCCC1,98,103,93,98,107,106,101,93
Cc1cc(C)n(-c2nc(-c3cc4ccccc4oc3=O)cs2)n1,99,96,88,85,92,96,80,97
CSC(=S)Nc1ccccc1C,99,99,92,104,107,99,98,109
c1ccc(CC(c2ccccc2)c2ccccc2)cc1,103,96,111,102,114,98,104,.
COc1cccc2c1nc1cccc(OC)c1[n+]2[O-],33,32,33,40,16,58,32,80
O=C(O)c1cn(C2CC2)c2cc(N3CCN(Cc4ccccc4O)CC3)c(F)cc2c1=O,38,64,67,77,84,84,91,95
O=C(O)CC(C(=O)O)c1ccccc1 (stereo unspecified),110,94&108,100&93,92&102,87&114,102&119,89&108,108&122
CCn1cc(C(=O)NN2C(=O)CCC2=O)c(=O)c2ccc(C)nc21,102,98,92,98,104,94,93,99
COc1cc(O)cc(/C=C/c2ccccc2)c1,97,89,95,81,113,101,80,106
COc1ccc(-c2cc(-c3nc4ccc(C(F)(F)F)cc4[nH]3)[nH]n2)cc1,94,.,69,93,97,98,86,94
OCCc1nccnn1,91,90,95,111,96,102,114,97
C=CCn1c(SC/C(=N/O)c2ccccc2)nnc1-c1cc(-c2ccc(S(C)(=O)=O)cc2)nc2ccccc12,104,91,89,77,101,104,89,95
CCS(=O)(=O)Nc1cccc(Nc2c3cccc(C)c3nc3c(C)cccc23)c1OC,16,13,12,46,21,.,22,61
CC(C)Sc1nc(NCCc2c[nH]c3ccccc23)c(C#N)c(-c2ccccc2)n1,55,-69*,-22*,79,56,86,-9.7*,8.8*
Cc1c(C(=O)NCc2ccccc2)sc2ncc(-c3ccc(Br)cc3)n12,89,98,83,105,105,112,82,114
O=C(CCCSc1nc(-c2ccccc2)cc(-c2ccccc2)n1)NO,.,-25*,9.4*,-21*,7.6*,-2.8*,-2.4*,45
N#Cc1c(-c2ccccc2)cc(-c2ccccc2)n(CCC(=O)Nc2ccccc2N)c1=O,107,96,55,92,104,101,89,98
CCCCC(CC)COC(=O)CSC1=C(C)C(=O)C(OC)=C(OC)C1=O (stereo unspecified),83,128,92,93,103,111,105,112
O=C(Cn1cc(CN2C(=O)c3ccc([N+](=O)[O-])cc3C2=O)nn1)Nc1c(Cl)cc(Cl)cc1Cl,96,106,86,87,96,104,94,98
